Source: PubChem (several laboratories)
JMJD2C inh: inhibitors of GASC-1 histone demethylase, primary screen, biochemical, fluorescence, DELFIA europium; hit rate 0.069% among 330,000; Lysine-specific demethylase 4C (Homo sapiens), Q9H3R0; GST-JMJD2C(1-420) H3K9me3 demethylation; inhibition, % at 2.35 µM;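 active means more than half of a compound's replicate wells show inhibition beyond 50%, single wells judged on their own value; inconclusive means some, but no more than half, of replicates pass 50% inhibition; inactive means no replicate passes 50% inhibition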;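 further: signal counts dimethyl H3K9 product captured on neutravidin plate; 0% = median of DMSO wells and 100% = 0.3 times that DMSO median; strong numbers were not always called active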
Target sequence (Q9H3R0 1-420 limits assumed): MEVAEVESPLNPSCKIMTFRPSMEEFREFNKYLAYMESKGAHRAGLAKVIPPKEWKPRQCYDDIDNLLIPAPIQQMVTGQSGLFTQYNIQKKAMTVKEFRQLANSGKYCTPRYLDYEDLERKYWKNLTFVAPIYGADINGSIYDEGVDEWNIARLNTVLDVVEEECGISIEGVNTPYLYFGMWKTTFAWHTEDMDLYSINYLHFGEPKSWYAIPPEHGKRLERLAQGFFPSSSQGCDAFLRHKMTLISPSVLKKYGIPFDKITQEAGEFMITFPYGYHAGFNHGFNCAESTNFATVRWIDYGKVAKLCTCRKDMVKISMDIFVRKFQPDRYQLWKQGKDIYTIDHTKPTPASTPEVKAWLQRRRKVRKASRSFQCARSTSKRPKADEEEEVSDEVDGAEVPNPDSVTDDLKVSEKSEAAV
Efflux pump inh: inhibitors of Candida efflux pumps in yeast, primary screen, S. cerevisiae, Nile Red, multiplex. S. cerevisiae Candida pump triplex. inhibition, % at 10 µM. hit rate 0.44% among 330,000. AID 485275, 2010;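 active means plate passing quality check with inhibition over a set limit, or well fluorescence over plate mean plus 4 SD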;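 further: Nile Red retained in pooled yeast measured as flow cytometry median fluorescence; 0% = buffer negative control and 100% = Enniatin B positive control; higher means more Nile Red kept so more efflux inhibition; some compounds called inactive have numbers as strong as hits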
Fh CTSL1 inh: Fasciola hepatica cathepsin L1 inhibitors, primary screen, counter-screen for PFM18AAP inhibitor project, biochemical, QFRET, fluorogenic peptide substrate; hit rate 0.49% among 300,000; inhibition, % at 5.96 µM; AID 1906, 2009; recombinant F. hepatica cathepsin L1, Z-Leu-Arg-MCA fluorescence;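 active means inhibition above the mean of all tested compounds plus 3 SD, set per screening campaign, cut at about 17% in these data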;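 further: 0% = plate median of test compound wells and 100% = 1 µM Z-Phe-Ala-diazomethylketone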
PREPL inhibitor: PREPL enzyme inhibitors, primary screen, biochemical, fluorescence polarization. inhibition, % at 5.96 µM. hit rate 0.68% among 320,000. recombinant PREPL, fluorescence polarization activity-based probe; in the data active means inhibition above about 43%;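 further: 0% = enzyme with DMSO and 100% = wells lacking enzyme; many of its hits are not listed in these tables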
PP1 counter: PP1-alpha phosphatase inhibitors, primary screen, counter-screen for PP5 inhibitor project, biochemical, fluorescence, OMFP substrate, single point; AID 2235, 2010; Serine/threonine-protein phosphatase PP1-alpha catalytic subunit (Homo sapiens), P62136; inhibition, % at 6.7 µM; purified PP1alpha; hit rate 0.9% among 320,000;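 active means inhibition above the mean inhibition of all tested compounds plus 3 SD, computed separately for each screening campaign, cut at about 15% in these data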
Target sequence (P62136 whole entry, looked up): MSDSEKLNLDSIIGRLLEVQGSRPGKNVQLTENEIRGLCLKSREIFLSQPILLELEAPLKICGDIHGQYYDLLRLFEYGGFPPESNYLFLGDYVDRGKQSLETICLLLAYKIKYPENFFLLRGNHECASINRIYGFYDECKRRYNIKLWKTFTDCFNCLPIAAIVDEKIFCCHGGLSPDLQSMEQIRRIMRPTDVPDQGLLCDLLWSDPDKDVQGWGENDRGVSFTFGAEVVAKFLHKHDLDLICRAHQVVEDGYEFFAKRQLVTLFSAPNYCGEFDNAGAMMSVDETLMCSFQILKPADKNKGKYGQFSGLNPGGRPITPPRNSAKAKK
LYPLA2 counter: LYPLA2 inhibitors, primary screen, counter-screen for PME1 inhibitor project, biochemical, fluorescence polarization, FP-Rh probe ABPP; recombinant LYPLA2; hit rate 0.38% among 320,000; inhibition, % at 5.9 µM; Acyl-protein thioesterase 2 (Homo sapiens), O95372;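 active means inhibition above the screen-wide mean plus 3 SD, limit set per campaign, cut at about 26% in these data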;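 further: 0% = LYPLA2 with DMSO and 100% = wells lacking LYPLA2 enzyme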
Target sequence (O95372 whole entry, looked up): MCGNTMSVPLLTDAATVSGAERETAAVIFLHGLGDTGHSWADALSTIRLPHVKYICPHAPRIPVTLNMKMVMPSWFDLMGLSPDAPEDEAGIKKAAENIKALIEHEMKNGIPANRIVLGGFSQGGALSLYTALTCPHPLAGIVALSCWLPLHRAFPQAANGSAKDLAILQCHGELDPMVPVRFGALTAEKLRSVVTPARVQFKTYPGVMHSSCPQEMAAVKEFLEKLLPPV
TPT1 inhibitor: Candida albicans TPT1 enzyme inhibitors, primary screen, biochemical, fluorescence polarization. recombinant caTPT1, FP RNA substrate dephosphorylation. hit rate 0.81% among 300,000. tRNA 2'-phosphotransferase TPT1 (Candida albicans SC5314). inhibition, % at 5 µM;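 active means inhibition above the mean of all tested compounds plus 3 SD, set per screening campaign, cut at about 24% in these data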;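 further: plate controls were DMSO alone for no effect and ferristatin control at 100 nM for full effect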
PP5 primary: PP5 phosphatase inhibitors, primary screen, biochemical, fluorescence; Serine/threonine-protein phosphatase 5 (Homo sapiens), P53041; purified PP5c, OMFP substrate fluorescence; inhibition, % at 6.7 µM; hit rate 0.18% among 320,000;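 active means inhibition above the campaign's mean inhibition across all tested compounds plus 3 SD, cut at about 9.5% in these data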;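 further: 0% = DMSO only and 100% = 100 µM cantharidin control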
HCV core dimer: inhibitors of HCV core protein dimerization, primary screen, biochemical, TR-FRET, high-throughput. TR-FRET GST/Flag-core106 dimerization, 1536-well. inhibition, % at 5 µM. hit rate 0.33% among 300,000. AID 1899, 2009;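 active means inhibition above the mean of all tested compounds plus 3 SD, set per screening campaign, cut at about 45% in these data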
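Test system: GST/Flag-tagged HCV core106 proteins; Medium: KF-containing HEPES buffer, pH 7.45, DTT, CHAPS, BSA; Times: compound-protein-antibody incubation 4 h at 22.5 °C; Detection: TR-FRET 671 and 617 nm emission; Benchmarks: wells lacking GST-core106 and wells with excess unlabelled core106.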
The depositor's hits bear a star; i = inactive; ? = inconclusive; · = not tested or not shown; & = joins results of further samples.

SMILES	JMJD2C inh	Efflux pump inh	Fh CTSL1 inh	PREPL inhibitor	PP1 counter	LYPLA2 counter	TPT1 inhibitor	PP5 primary	HCV core dimer
COC(=O)c1c(NC(=O)c2cnccn2)sc2c1CCC2	5	0.1	5	-5	5	3	0	-0.4	-1
CCOC(=O)c1sc(NC(=O)OC)c(C(=O)OC)c1C	13	0.1	-2	-5	-4	2	6	4.6	0
CCc1ccc(NC(=O)[C@H](C)NC(=O)C2CCN(C(=O)[C@@H](N)Cc3ccccc3)CC2)cc1	-3	-0.2	5	4	-6	17	-3	-0.2	4
N#CC(C#N)=C1NC(N)=C(C#N)C(c2ccccc2)=C1C#N	-2	0.1	3	1	5	-2	9	2.2	22
O=C(CCc1nnc(CCCCc2ccccc2)o1)N(CCO)Cc1ccccc1	2	0.1	1	13	-3	3	2	-0.7	2
COCCNC(=S)NCCc1ccc(Cl)cc1Cl	-3	-0.1	-1	1	-2	-3	-1	-3.5	-1
O=c1c([N+](=O)[O-])cccn1Cc1ccc(F)cc1Cl	-7	-0.1	-4	6	-1	6	0	-0.3	-5
Cc1cc(C)nc(Nc2ccc(F)cc2)n1	-1	-0.2	0	25	-1	3	-3	-0.4	-8
Cc1nc(NCc2ccccc2)[nH]c(=O)c1CCC(C)C	6	0.2	0	3	1	0	-2	1.9	1
Cc1ccc(N2C(=O)CC2(C#N)c2ccc(OCc3ccccc3)cc2)cc1 (stereo not given)	7	0.1	-1	-32	7	3	-2	4.0	10
COc1ccc2c(c1OC)C(=O)N1C2SC[C@H]1C(=O)NCCC(C)C (stereo not given in full)	-1	0.1	0	2	1	7	-2	1.6	12
CCn1nc(C)c(CN2CCCC(CO)(Cc3cccc(Cl)c3)C2)c1C (stereo not given)	-7	0.0	4	10	-3	13	-2	0.0	-2
Cc1cc(NC(=O)c2c(F)cccc2Cl)n(-c2nc3ccccc3[nH]2)n1	11	0.0	5	11	1	-30	3	3.5	-4
Cc1ccc(C2NC(=O)NC(O)(C(F)(F)F)C2C(=O)c2cccs2)o1 (stereo not given)	0	0.1	-2	-5	-4	5	-1	0.9	-4
COc1ccc(/C(O)=C2\C(=O)C(=O)N(c3cc(C)on3)C2c2ccccc2OC)cc1C (stereo not given)	0	-0.1	-1	4	8	3	-1	-1.0	5
O=C(Nc1ccccc1C(=O)O)C1=NN=CC1	-8	0.2	-3	-5	-4	0	-1	0.3	3
COc1cccc(/C=N/n2nnnc2N)c1OCC#N	-1	-0.1	-2	-3	-5	-1	-4	1.2	-7
O=C(Nc1nc(-c2ccc(Cl)cc2)cs1)c1cccnc1	-1	-0.1	2	-8	12	-15	-2	-2.5	16
CC(C)N1C(=O)C2C(C(=O)NC3CCCCC3)C3C=CC2(O3)C1C(=O)NC1CCCC1 (stereo not given)	-1&2	0.2	-3	3	0	-5	-2	2.2	1
CCCCC(=O)Nc1ncc([N+](=O)[O-])s1	3	-0.1	3	-5	-4	2	-4	-2.7	1
Cn1nc(C(=O)Nc2nc3ccc(S(C)(=O)=O)cc3s2)ccc1=O	8	-0.2	1	-4	-2	3	-1	0.6	-2
CCSc1ccccc1C(=O)NCCc1ccccc1	6	0.0	-9	9	-4	2	-5	-1.0	-5
Cc1nn(Cc2cccc3ccccc23)c(C)c1NC(=O)c1cccnc1	4	-0.1	-6	7	-4	0	1	4.7	-9
CCOc1ccc(/C=N/N2C(C)CCCC2C)cc1 (stereo not given)	1	-0.2	12	16	2	5	-3	-3.3	-15
Cc1ccc(NC(=O)N2CCN(S(=O)(=O)c3ccccc3)CC2)cc1	3	0.1	1	-9	0	21	-6	-1.2	-1

Part of the list above in order of heavy-atom count, highest first:
SMILES	JMJD2C inh	Efflux pump inh	Fh CTSL1 inh	PREPL inhibitor	PP1 counter	LYPLA2 counter	TPT1 inhibitor	PP5 primary	HCV core dimer
COc1ccc(/C(O)=C2\C(=O)C(=O)N(c3cc(C)on3)C2c2ccccc2OC)cc1C (stereo not given)	0	-0.1	-1	4	8	3	-1	-1.0	5
Cc1ccc(N2C(=O)CC2(C#N)c2ccc(OCc3ccccc3)cc2)cc1 (stereo not given)	7	0.1	-1	-32	7	3	-2	4.0	10
COCCNC(=S)NCCc1ccc(Cl)cc1Cl	-3	-0.1	-1	1	-2	-3	-1	-3.5	-1

(next part)
SMILES	JMJD2C inh	Efflux pump inh	Fh CTSL1 inh	PREPL inhibitor	PP1 counter	LYPLA2 counter	TPT1 inhibitor	PP5 primary	HCV core dimer
Cc1cccc(C)c1-n1nnnc1C(C)(C)N1CCN(N=O)CC1	-18	0.1	1	9	-4	3	1	2.0	-3
CN(C)S(=O)(=O)c1cccc(C(=O)OCC(=O)Nc2ccccc2OC(F)F)c1	-19	0.1	-5	10	5	6	-2	4.9	1
CC1=CC2=NC(=O)/C(=C/c3coc4ccccc4c3=O)C(=N)N2O1	19	0.1	2	0	-7	-5	35*	-5.0	3
Cc1cc(-c2cccc([N+](=O)[O-])c2)nc2ccc3ccccc3c12	-10	-0.2	-1	1	-1	-8	-3	0.6	0
N#Cc1ccc(NC(=O)c2cc(S(=O)(=O)N3CCOCC3)ccc2N2CCCC2)cc1	5	0.1	0	-2	-4	-1	0	-3.2	-1
COCCNC(=O)c1ccc2nc(Cc3ccc(OC)c(OC)c3)oc2c1	i	0.0	-1	9	-1	0	1	0.7	0
CCOC(=O)C1CCN(S(=O)(=O)c2ccc(Br)c(OCC)c2)CC1	11	0.1	0	-5	2	1	0	5.5	2
Cc1cc2cc(C=O)c(Cl)nc2cc1C	18	-0.1	0	0	1	1	3	-2.4	1
Cc1ccc(OCCOC(=O)c2nc3nccc(C)n3n2)cc1	-12	0.2	2	12	-4	-2	3	0.6	0
CCCn1c(N2CCN(CC(=O)c3c(C)n(C)c4ccccc34)CC2)nc2c1c(=O)[nH]c(=O)n2C	-12	0.7	2	25	0	4	-2	1.9	3
CCCn1c(SCC(N)=O)nnc1C(C)C	-4	0.0	-1	-5	-6	2	-4	-0.5	-1
Cc1cc(C)n2nc(C(=O)NCc3ccco3)cc2n1	-5	0.2	-5	-10	-4	-14	4	-1.8	-1
COc1ccc(C)cc1NC(=O)CN1C(=O)C(=O)N(C2CCCC2)C1=O	·	0.7	·	17	1	-1	·	0.1	·
CCOc1cc(C)ccc1OCc1nnc(SCC(=O)Nc2cccc(C(=O)O)c2)n1-c1ccccc1	6	0.0	-6	-22	-6	2	-5	0.3	9
Cc1cccc(C(=O)NNS(=O)(=O)c2ccc(F)cc2)c1	2	0.5	-5	-6	1	4	0	1.4	3
O=C(NCc1cccnc1)c1ccc(COc2ccccc2Br)o1	3	-0.1	-5	-24	1	8	-2	2.0	-15
O=C(N/N=C/c1ccc2ccccc2c1)c1ccc(COc2ccc3c(c2)CCC3)o1	-2	-0.1	1	2	13	-30	1	1.2	50*
CCOc1ccccc1NC(=O)c1ccc2c(c1)C(=O)N(CC)C2=O	-6	0.0	4	14	-5	1	-5	1.2	2
COc1ccc(NS(=O)(=O)c2ccc(Br)cc2)cn1	-5	0.3	-2	-13	3	2	-3	2.0	2
COc1ccc(N2CCN(Cc3nc(N)nc(Nc4ccc(C)c(Cl)c4)n3)CC2)cc1	-3	0.2	3	41	4	7	0	5.0	0
CC(C)Cc1ccc(CN2CCCC(NC(=O)c3ccnn3C)C2)cc1 (stereo not given)	-1	-0.4	1	-8	-4	2	-2	-0.6	3
CC(=O)Nc1cc(C)nn1-c1nc2ccccc2s1	7	-0.2	-2	20	1	0	2	1.7	-2
OCCNCCCOc1cc(Cl)ccc1Cl	6	0.3	-2	-10	-3	-1	0	-2.6	0
COc1ccc(N2C(=O)CC(c3ccc([N+](=O)[O-])cc3)C2=O)cc1 (stereo not given)	-3	0.1	7	5	-3	-9	-2	-2.3	18
O=C(Nc1ccc(-c2nc3ccccc3o2)cc1)c1ccc(N2C(=O)C3C4C=CC(C4)C3C2=O)cc1 (stereo not given)	0	0.0	2	-2	10	-35	4	0.2	4

(further entries)
SMILES	JMJD2C inh	Efflux pump inh	Fh CTSL1 inh	PREPL inhibitor	PP1 counter	LYPLA2 counter	TPT1 inhibitor	PP5 primary	HCV core dimer
Cc1nnc(SCC(=O)Nc2cc(C(F)(F)F)ccc2Cl)n1C	-9	-0.1	2	15	-1	3	-4	-2.4	-9
COc1ccc(NC(=O)CS(=O)(=O)c2cn(CC(=O)N3CCOCC3)c3ccccc23)cc1OC	?	-0.3	-1	0	-2	2	-1	1.4	-3
CC(C)(C)/C(O)=C/c1nc2ccccc2oc1=O	-3	-0.1	1	3	-4	-3	-3	0.0	4
Cc1nn(Cc2ccc(Cl)cc2)c(C)c1NC(=O)c1cc(-c2ccc3c(c2)OCO3)on1	-5	0.2	1	-7	4	-3	0	2.7	8
Cc1ccc(C)c2c(N)c3c(nc12)CCCCC3 (tested in a mixture with another compound)	-16	-0.1	0	18	-4	5	-4	0.0	-6
O=C(CCC(=O)c1ccc(Br)cc1)Nc1cccnc1	-18	-0.1	-3	-5	-2	-2	-5	1.1	-1
CC(C)NC(=O)Cn1c(SCC(=O)c2ccc(F)cc2)nc2ccccc21	73	0.0	5	2	-3	0	-4	-2.5	3
COc1cccc(OC)c1C(=O)N1CCOCC1	3	0.7	4	5	1	8	0	2.0	0
CC1Cc2ccccc2N1C(=O)COc1nc2ccccc2nc1N1CCOCC1 (stereo not given)	2	0.0	-3	-13	-1	9	-1	2.3	2
CSc1ccc(CN2CCN(Cc3ccccc3)C(CCO)C2)cc1 (stereo not given)	7	-0.2	1	14	-5	7	2	-3.5	0
Cc1nc2ccccc2n1CC(=O)N/N=C/c1cccs1	-7	0.0	2	8	-1	1	-4	2.9	-1
CCc1c(C(=O)Nc2ccc(C)c(C)c2)[nH]c(C)c1C(C)=O	8	-0.3	-3	10	-1	-3	1	2.6	1

Some of the entries so far, in markdown:
| SMILES | JMJD2C inh | Efflux pump inh | Fh CTSL1 inh | PREPL inhibitor | PP1 counter | LYPLA2 counter | TPT1 inhibitor | PP5 primary | HCV core dimer |
| --- | --- | --- | --- | --- | --- | --- | --- | --- | --- |
| Cc1nn(Cc2ccc(Cl)cc2)c(C)c1NC(=O)c1cc(-c2ccc3c(c2)OCO3)on1 | -5 | 0.2 | 1 | -7 | 4 | -3 | 0 | 2.7 | 8 |
| CC(C)(C)/C(O)=C/c1nc2ccccc2oc1=O | -3 | -0.1 | 1 | 3 | -4 | -3 | -3 | 0.0 | 4 |

Not all compounds are listed; count on the stated rates, not on these rows.
